Assay outcomes (PubChem BioAssay)
SENP7 inh: SENP7 protease inhibitors, primary screen, biochemical, luminescence, uHTS; actives 1.5% (n = 330,000); recombinant SENP7, Z-RLRGG-aminoluciferin luminescence, 40 min; inhibition, % at 5 µM; Sentrin-specific protease 7 (Homo sapiens), Q9BQF6;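 active means inhibition above about 50% at the single test dose, limit read from the data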;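 further: plate controls were DMSO with enzyme for no effect and no enzyme buffer wells for full effect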
Apaf-1 inh: inhibitors of human Apaf-1 apoptosome, primary screen, biochemical, DEVD-Rh110 fluorescence, uHTS | Apoptotic protease-activating factor 1 (Homo sapiens), O14727 | reconstituted apoptosome caspase-3 activity | inhibition, % at 20 µM | actives 0.71% (n = 330,000); active means inhibition of at least 40% at 20 µM;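 further: plate controls were DMSO wells for no effect and DEVD-CHO caspase inhibitor wells for full effect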
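Material: reconstituted apoptosome with Apaf-1, cytochrome c, caspase-9, procaspase-3, dATP; medium: pH 7.5 Hepes buffer with CHAPS, BSA, DTT; also added: cytochrome c and DEVD-Rh110 substrate; timing: 30 min plus 50 min, RT; signal: Rh110 fluorescence intensity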
UBC13 polyUb: UBC13 polyubiquitin chain formation inhibitors, primary screen, biochemical, TR-FRET, uHTS. AID 485273, 2010. inhibition, % at 20 µM. Ubiquitin-conjugating enzyme E2 N (Homo sapiens), P61088. actives 0.47% (n = 330,000); in the data active means inhibition above about 45%, passing the limit was not always enough
Target sequence (P61088 whole entry, looked up): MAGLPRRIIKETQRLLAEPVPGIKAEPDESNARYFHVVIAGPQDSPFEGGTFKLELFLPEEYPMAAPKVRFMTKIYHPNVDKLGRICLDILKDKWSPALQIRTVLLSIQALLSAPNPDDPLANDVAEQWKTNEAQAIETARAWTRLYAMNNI
Gli-Sufu antag: Gli-Sufu pathway antagonists, primary screen, luciferase luminescence, Sufu-KO-LIGHT cells, uHTS. Sufu-KO-LIGHT fibroblasts, Gli luciferase reporter luminescence. inhibition, % at 5 µM. actives 0.74% (n = 340,000). AID 588413, 2011;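 active means inhibition above about 55%, limit read from the data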;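 further: 0% = DMSO-treated cells and 100% = wells with medium but no cells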
697 NFkB inh: inhibitors of PMA/ionomycin-induced NF-kB reporter, 697 cells, primary screen, B-cell NF-kB inhibitor project, cell-based, luminescence, uHTS. 697 B-cell NF-kB luciferase reporter, 16 h. inhibition, % at 4 µM. actives 0.33% (n = 330,000); in the data active means inhibition above about 35%
SENP8 block: SENP8 protease inhibitors, primary screen, biochemical, luminescence. Sentrin-specific protease 8 (Homo sapiens), Q96LD8. actives 1.2% (n = 330,000). AID 2540, 2010. inhibition, % at 10 µM. purified SENP8, Z-RLRGG-aminoluciferin cleavage
Jurkat NFkB inh: inhibitors of induced NF-kB luciferase reporter, primary screen, TCR NF-kB activation inhibitor project, cell-based, luminescence, uHTS | Jurkat, PMA/ionomycin-induced NF-kB luciferase reporter | inhibition, % at 4 µM | actives 0.53% (n = 330,000) | AID 435003, 2010
HKDC1 inhibitor: HKDC1 hexokinase inhibitors, primary screen, biochemical, fluorescence, uHTS; inhibition, % at 20 µM; actives 0.16% (n = 340,000); Q2TB90; recombinant HKDC1, G6PDH/diaphorase resazurin coupled fluorescence;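 active means inhibition above about 35% when tested at 20 µM, limit read from the data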;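 further: plate controls were DMSO wells with enzyme for no effect and DMSO wells lacking enzyme for full effect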
Target sequence (Q2TB90 whole entry, looked up): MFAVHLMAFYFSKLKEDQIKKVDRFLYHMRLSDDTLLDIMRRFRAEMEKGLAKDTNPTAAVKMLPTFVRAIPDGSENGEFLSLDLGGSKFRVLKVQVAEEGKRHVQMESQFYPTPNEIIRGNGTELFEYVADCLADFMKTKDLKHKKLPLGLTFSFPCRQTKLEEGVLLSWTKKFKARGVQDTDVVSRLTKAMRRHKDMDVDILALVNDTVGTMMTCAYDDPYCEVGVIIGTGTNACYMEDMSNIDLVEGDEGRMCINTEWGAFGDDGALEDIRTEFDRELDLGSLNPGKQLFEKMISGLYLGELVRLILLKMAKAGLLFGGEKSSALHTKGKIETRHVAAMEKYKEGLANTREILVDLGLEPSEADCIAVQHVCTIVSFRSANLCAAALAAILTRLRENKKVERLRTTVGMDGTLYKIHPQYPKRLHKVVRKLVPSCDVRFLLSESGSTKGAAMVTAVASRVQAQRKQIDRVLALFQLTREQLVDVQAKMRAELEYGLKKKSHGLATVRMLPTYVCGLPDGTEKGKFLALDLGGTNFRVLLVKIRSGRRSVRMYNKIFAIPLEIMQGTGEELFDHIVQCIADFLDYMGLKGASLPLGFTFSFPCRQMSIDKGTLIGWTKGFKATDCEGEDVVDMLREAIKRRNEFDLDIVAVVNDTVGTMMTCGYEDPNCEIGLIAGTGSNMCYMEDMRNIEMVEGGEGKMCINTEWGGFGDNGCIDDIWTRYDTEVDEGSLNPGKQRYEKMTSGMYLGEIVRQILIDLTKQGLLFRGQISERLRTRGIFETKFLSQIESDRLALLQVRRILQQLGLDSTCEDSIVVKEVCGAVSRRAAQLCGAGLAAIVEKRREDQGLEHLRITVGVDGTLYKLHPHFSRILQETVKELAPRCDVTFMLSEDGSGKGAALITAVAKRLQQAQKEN
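Test system: recombinant HKDC1 (HK5) hexokinase enzyme, produced in-house; Amount: enzyme 5 µg/mL final; Buffer or medium: Tris pH 8.0 buffer with MgCl2, Tween-20, BSA, BME; Reagent: glucose and ATP substrates; Doses: 20 µM test compound, 1% DMSO; Incubation: 90 min reaction incubation at room temperature, dark; Detection: resorufin fluorescence at 613 nm.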
Active calls of the source: *. Unless noted, no stated cut-off is given here; in the data, active means inhibition above about 50%; inactive means the rest.

Results for CCN(CC)S(=O)(=O)c1cc(C(=O)NCCN2CCOCC2)ccc1Cl ?
SENP7 inh: 9; Apaf-1 inh: -25; UBC13 polyUb: 9; Gli-Sufu antag: 0; 697 NFkB inh: 17; SENP8 block: 1; Jurkat NFkB inh: 9; HKDC1 inhibitor: -8

Results for Cc1cnc(C(=O)OCC(=O)c2c(N)n(CC(C)C)c(=O)n(C)c2=O)cn1 ?
SENP7 inh: -16; Apaf-1 inh: 3; UBC13 polyUb: -2; Gli-Sufu antag: 2; 697 NFkB inh: -12; SENP8 block: -10; Jurkat NFkB inh: -4; HKDC1 inhibitor: -10

What do the screens show for `Cc1[nH][nH]c(=O)c1C(c1cc2c(cc1Br)OCO2)c1c(C)[nH][nH]c1=O`?
SENP7 inh: -1; Apaf-1 inh: 4; UBC13 polyUb: -9; Gli-Sufu antag: 4; 697 NFkB inh: 17; SENP8 block: -4; Jurkat NFkB inh: -2; HKDC1 inhibitor: -17

How did Cc1ccc(S(=O)(=O)NC(C(=O)Oc2ccc3c(C)c(Cl)c(=O)oc3c2)c2ccccc2)cc1 (configuration not stated) do in these assays?
SENP7 inh: -1; Apaf-1 inh: 3; UBC13 polyUb: 16; Gli-Sufu antag: 1; 697 NFkB inh: -4; SENP8 block: -9; Jurkat NFkB inh: 0; HKDC1 inhibitor: -2

How did O=C(NCc1ccco1)C1CC(c2ccc(Cl)c(Cl)c2)=NO1 (configuration not stated) do in these assays?
SENP7 inh: 3; Apaf-1 inh: 3; UBC13 polyUb: -4; Gli-Sufu antag: -3; 697 NFkB inh: 3; SENP8 block: -5; Jurkat NFkB inh: 52*; HKDC1 inhibitor: -12

What do the screens show for `CCc1ccc(NC(=O)COc2coc(CN3CCc4ccccc4C3)cc2=O)cc1`?
SENP7 inh: 15; Apaf-1 inh: 13; UBC13 polyUb: 0; Gli-Sufu antag: -5; 697 NFkB inh: -26; SENP8 block: -6; Jurkat NFkB inh: 1; HKDC1 inhibitor: 0

How did O=C(O)CNc1ccccc1C(=O)O do in these assays?
SENP7 inh: 2; Apaf-1 inh: -18; UBC13 polyUb: 25; Gli-Sufu antag: -2; 697 NFkB inh: 12; SENP8 block: -3; Jurkat NFkB inh: 13; HKDC1 inhibitor: 0

How did O=C(CN(Cc1ccco1)C(=O)CNS(=O)(=O)c1ccccc1)NCc1ccccc1 do in these assays?
SENP7 inh: -1; Apaf-1 inh: -15; UBC13 polyUb: 5; Gli-Sufu antag: 11; 697 NFkB inh: 21; SENP8 block: -2; Jurkat NFkB inh: 12; HKDC1 inhibitor: -4

What do the screens show for `CN(Cc1ccco1)S(=O)(=O)c1nnc(NC(=O)c2ccccc2)s1`?
SENP7 inh: 24; Apaf-1 inh: -7; UBC13 polyUb: -5; Gli-Sufu antag: -6; 697 NFkB inh: -58; SENP8 block: -6; Jurkat NFkB inh: -34; HKDC1 inhibitor: 2

Results for CC(=O)NC(CC(=O)NCCN1C(=O)S/C(=C\c2ccccc2)C1=O)c1ccccc1 (configuration not stated) ?
SENP7 inh: 1; Apaf-1 inh: -20; UBC13 polyUb: 15; Gli-Sufu antag: -2; 697 NFkB inh: -3; SENP8 block: -3; Jurkat NFkB inh: 15; HKDC1 inhibitor: -3

How did Cc1cc(C)n(CC(O)Cn2c3ccccc3c3ccccc32)c(=O)n1 (configuration not stated) do in these assays?
SENP7 inh: 6; Apaf-1 inh: -8; UBC13 polyUb: -4; Gli-Sufu antag: 8; 697 NFkB inh: -17; SENP8 block: 0; Jurkat NFkB inh: 7; HKDC1 inhibitor: -11

How did O=C(NCCN1CCN(c2ccccc2)CC1)Nc1ccccc1Br do in these assays?
SENP7 inh: 9; Apaf-1 inh: -2; UBC13 polyUb: 2; Gli-Sufu antag: 3; 697 NFkB inh: -23; SENP8 block: 2; Jurkat NFkB inh: -17; HKDC1 inhibitor: -3

The list goes on, starting with the last 3 of the part before.
Results for CC(=O)NC(CC(=O)NCCN1C(=O)S/C(=C\c2ccccc2)C1=O)c1ccccc1 (configuration not stated) ?
SENP7 inh: 1; Apaf-1 inh: -20; UBC13 polyUb: 15; Gli-Sufu antag: -2; 697 NFkB inh: -3; SENP8 block: -3; Jurkat NFkB inh: 15; HKDC1 inhibitor: -3

How did Cc1cc(C)n(CC(O)Cn2c3ccccc3c3ccccc32)c(=O)n1 (configuration not stated) do in these assays?
SENP7 inh: 6; Apaf-1 inh: -8; UBC13 polyUb: -4; Gli-Sufu antag: 8; 697 NFkB inh: -17; SENP8 block: 0; Jurkat NFkB inh: 7; HKDC1 inhibitor: -11

How did O=C(NCCN1CCN(c2ccccc2)CC1)Nc1ccccc1Br do in these assays?
SENP7 inh: 9; Apaf-1 inh: -2; UBC13 polyUb: 2; Gli-Sufu antag: 3; 697 NFkB inh: -23; SENP8 block: 2; Jurkat NFkB inh: -17; HKDC1 inhibitor: -3

What do the screens show for `CN(C=[N+](C)C)c1cccc2c1C(=O)c1ccccc1C2=O`?
SENP7 inh: 4; Apaf-1 inh: 43*; UBC13 polyUb: -42; Gli-Sufu antag: -8; 697 NFkB inh: -5; SENP8 block: -4; Jurkat NFkB inh: -5; HKDC1 inhibitor: 1

Results for Cc1nc(-c2cccs2)sc1C(=O)NN ?
SENP7 inh: 5; Apaf-1 inh: -5; UBC13 polyUb: -4; Gli-Sufu antag: -4; 697 NFkB inh: -5; SENP8 block: 4; Jurkat NFkB inh: -21; HKDC1 inhibitor: 1

How did CC(C(=O)N=Nc1c(O)n(C)c2ccc(Br)cc12)n1cnc2ccccc2c1=O (configuration not stated) do in these assays?
SENP7 inh: 0; Apaf-1 inh: 4; UBC13 polyUb: -14; 697 NFkB inh: -10; SENP8 block: -4; Jurkat NFkB inh: -5

How did CCOC(=O)Cc1nnc(NC(=O)CCc2ccccc2)s1 do in these assays?
SENP7 inh: -7; Apaf-1 inh: 2; UBC13 polyUb: 4; Gli-Sufu antag: -6; 697 NFkB inh: 5; SENP8 block: -1; Jurkat NFkB inh: -10; HKDC1 inhibitor: -5

What do the screens show for `CCOC(=O)N1CCN(c2nc(-c3cccs3)nc3ccccc23)CC1`?
SENP7 inh: 2; Apaf-1 inh: 24; UBC13 polyUb: -5; Gli-Sufu antag: -6; 697 NFkB inh: 0; SENP8 block: -4; Jurkat NFkB inh: 5; HKDC1 inhibitor: 3

Results for Cc1ccc(S(=O)(=O)NNC(=O)c2cccc(O)c2)cc1 ?
SENP7 inh: 7; Apaf-1 inh: -13; UBC13 polyUb: 4; Gli-Sufu antag: -14; 697 NFkB inh: 10; SENP8 block: 1; Jurkat NFkB inh: -1; HKDC1 inhibitor: -11

How did COc1ccccc1NC(=O)CSc1nc(N)cc(N)n1 do in these assays?
SENP7 inh: 2; Apaf-1 inh: -19; UBC13 polyUb: 32; Gli-Sufu antag: -5; 697 NFkB inh: 18; SENP8 block: 2; Jurkat NFkB inh: 13; HKDC1 inhibitor: -8

Results for CCCCCCSc1ccc([C@H]2N[C@@](CC(C)C)(C(=O)OC)[C@H]3C(=O)N(C)C(=O)[C@@H]23)cc1 ?
SENP7 inh: -9; Apaf-1 inh: 23; UBC13 polyUb: 16; Gli-Sufu antag: 3; 697 NFkB inh: 5; SENP8 block: -1; Jurkat NFkB inh: 28; HKDC1 inhibitor: 1

What do the screens show for `COC(=O)c1ccc(-n2nnnc2SCc2nn[nH]n2)cc1`?
SENP7 inh: 6; Apaf-1 inh: 5; UBC13 polyUb: 8; Gli-Sufu antag: -1; 697 NFkB inh: 2; SENP8 block: 6; Jurkat NFkB inh: 2; HKDC1 inhibitor: 4

Results for CC1(C(=O)Nc2ccccc2)Cc2ccccc2C(=O)O1 (configuration not stated) ?
SENP7 inh: 0; Apaf-1 inh: 4; UBC13 polyUb: 1; Gli-Sufu antag: -3; 697 NFkB inh: 8; SENP8 block: 2; Jurkat NFkB inh: -11; HKDC1 inhibitor: -8

Results for COc1ccc(OC)c(CCNC(=O)CCn2nc(C)c3c(C)n(-c4ccccc4)nc3c2=O)c1 ?
SENP7 inh: 2; Apaf-1 inh: -1; UBC13 polyUb: 7; Gli-Sufu antag: 1; 697 NFkB inh: 9; SENP8 block: -7; Jurkat NFkB inh: -1; HKDC1 inhibitor: 1

Results for CC1CCN(c2nc3c(=O)[nH]c(N)nc3n2[C@@H]2O[C@H](CO)[C@@H](O)[C@H]2O)CC1 ?
SENP7 inh: 6; Apaf-1 inh: 6; UBC13 polyUb: 3; Gli-Sufu antag: 23; 697 NFkB inh: 15; SENP8 block: 3; Jurkat NFkB inh: -16; HKDC1 inhibitor: -3

How did COc1cccc(N2CCN(c3ccc([N+](=O)[O-])cn3)CC2)c1 do in these assays?
SENP7 inh: -4; Apaf-1 inh: -3; UBC13 polyUb: 6; Gli-Sufu antag: 6; 697 NFkB inh: -11; SENP8 block: -5; Jurkat NFkB inh: 64*; HKDC1 inhibitor: 2

How did CC(=O)Nc1ccc(S(=O)(=O)Nc2nc3c(s2)CCCC3)cc1 do in these assays?
SENP7 inh: -3; Apaf-1 inh: 2; UBC13 polyUb: -1; Gli-Sufu antag: -2; 697 NFkB inh: 10; SENP8 block: 2; Jurkat NFkB inh: -14; HKDC1 inhibitor: -7

What do the screens show for `O=c1cc(NCc2ccc3c(c2)OCO3)[nH]c(=O)n1-c1ccc(Cl)cc1`?
SENP7 inh: -6; Apaf-1 inh: 0; UBC13 polyUb: 1; Gli-Sufu antag: -9; 697 NFkB inh: 2; SENP8 block: -9; Jurkat NFkB inh: 2; HKDC1 inhibitor: -2

Results for O=C(Nc1ccc(Br)cc1)c1cc(-c2ccncc2)nc2ccccc12 ?
SENP7 inh: 2; Apaf-1 inh: 27; UBC13 polyUb: -15; Gli-Sufu antag: -4; 697 NFkB inh: -32; SENP8 block: 3; Jurkat NFkB inh: 57*; HKDC1 inhibitor: 2

How did O=C(NCCc1ccccc1Cl)C1CCN(S(=O)(=O)c2cccs2)CC1 do in these assays?
SENP7 inh: 14; Apaf-1 inh: -11; UBC13 polyUb: -6; Gli-Sufu antag: -3; 697 NFkB inh: -10; SENP8 block: -6; Jurkat NFkB inh: -10; HKDC1 inhibitor: -2

What do the screens show for `COc1ccccc1N1CCN(C(=O)CCn2c(=O)[nH]c3ccsc3c2=O)CC1`?
SENP7 inh: -4; Apaf-1 inh: 0; UBC13 polyUb: 5; Gli-Sufu antag: 7; 697 NFkB inh: 5; SENP8 block: -9; Jurkat NFkB inh: 4; HKDC1 inhibitor: -6

How did Cc1ccc2cc(CN(C)C(=O)C3CCCO3)c(=O)[nH]c2c1 (configuration not stated) do in these assays?
SENP7 inh: -2; Apaf-1 inh: 0; UBC13 polyUb: -3; Gli-Sufu antag: -14; 697 NFkB inh: -10; SENP8 block: 1; Jurkat NFkB inh: -24; HKDC1 inhibitor: 3
